Screening data from PubChem BioAssay.
FLuc counter: firefly luciferase modulation, counter-screen for miR-21 project. purified FLuc, Km substrates, luminescence inhibition. Potency, µM (series often up to 57.5 µM), for inactives: at the highest dose activity change, negative = inhibition, hits mostly inhibitors. actives 6.9% (n = 360,000);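 note: plate controls were vehicle for no effect and reference inhibitor for full effect; nearly all actives have a fitted effect of over 55% in size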
Target sequence (P08659 whole entry, looked up): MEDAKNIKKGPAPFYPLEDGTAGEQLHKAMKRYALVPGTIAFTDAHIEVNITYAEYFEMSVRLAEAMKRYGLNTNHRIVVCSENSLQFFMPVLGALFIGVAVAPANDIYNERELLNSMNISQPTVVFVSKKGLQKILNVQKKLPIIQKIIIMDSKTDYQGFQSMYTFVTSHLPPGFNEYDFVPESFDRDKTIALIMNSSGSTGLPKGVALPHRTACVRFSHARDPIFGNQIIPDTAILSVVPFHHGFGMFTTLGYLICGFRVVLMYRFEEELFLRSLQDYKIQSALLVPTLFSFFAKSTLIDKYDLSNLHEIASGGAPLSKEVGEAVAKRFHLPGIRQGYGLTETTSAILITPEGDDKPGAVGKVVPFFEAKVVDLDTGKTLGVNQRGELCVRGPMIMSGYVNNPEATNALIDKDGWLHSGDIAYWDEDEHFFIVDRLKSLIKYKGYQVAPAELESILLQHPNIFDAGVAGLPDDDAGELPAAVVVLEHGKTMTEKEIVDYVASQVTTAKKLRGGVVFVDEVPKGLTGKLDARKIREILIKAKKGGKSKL
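Biochemical qHTS of compounds, final roughly 60 µM downward over six points, against 10 nM purified firefly luciferase using Km concentrations of substrates (10 uM D-luciferin, 10 uM ATP) in Tris acetate pH 7.5 buffer; luminescence output.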
BRCA1 expr act: BRCA1 expression activation | MCF7-BRCA1-FFLuc reporter, luminescence, 48 h; response scale: scaled: vehicle 0%, 10 µM genistein 100% | Potency, µM (highest dose often 46.1 µM), without a hit: top-dose activation, actives largely listed as activators | actives 1.1% (n = 380,000) | AID 624202; note: nearly all actives have a fitted effect of over 80% in size; some results filed as inactive show a strong effect at the top dose
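Compounds are tested at multiple concentrations on MCF7 BRCA1-luciferase reporter cells seeded at 2000 per well; after 48 h, a single luminescence end-point is taken and curves fitted to the normalized data.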
The depositor's hits bear a star; ? = inconclusive; [ ] = dose if it differs, or a comment. Calls come from the whole dose curve; as a rule, active = well fitted curve in the direction sought with a large enough effect; inconclusive = small, poorly fitted or top-dose-only effect, or another doubt; inactive = no such curve, though single readings can be large; an effect the other way counts as inactive or inconclusive. Potency is the fitted concentration of half-maximal effect. Only part of the results is shown; count on the stated rates, not on these rows.

The line under a structure holds: BRCA1 expr act | FLuc counter
CC(=O)c1cccc(NC(=O)Cn2c(=O)c(CNc3ccc(C)cc3)cc3cc4c(cc32)OCCO4)c1
    1% | -7%
O=C(NCc1ccccc1Cl)c1ccc(-n2cnc3cccnc32)cc1
    24% | -15%
COc1ccc(Cl)cc1NC(=O)CCCn1c(=O)c2cccn2c2cccnc21
    6% | -14%
Cc1cccc(-n2c(=O)c3ccccc3n(Cc3ccccc3)c2=O)c1
    -10% | 0%
CCOCC(=O)Nc1ccc(-c2cn3c(C)csc3n2)cc1
    -16% | 17µM*
CCc1ccc(NC(=O)CN(c2ccc(C)cc2)S(=O)(=O)c2c(C)nn(C)c2C)cc1
    0% | 0%
CCOc1ccc(Cn2nnc(C(=O)Nc3cccc(SC)c3)c2N)cc1
    8% | -13%
CCc1ccc(CNC(=O)Cn2nc(-c3ccc(Cl)cc3)ccc2=O)cc1
    10% | -20%
COc1ccc(NC(=O)c2oc3ccccc3c2NC(=O)COc2ccc(C(C)C)cc2)c(OC)c1
    -6% | -4%
COc1ccc(CC(=O)N2CCc3cc(OC)c(OC)cc3C2COc2ccc(OC)cc2)cc1 (stereo not drawn)
    -14% | 4%
CCN(CCCNC(=O)c1cc2c(Cl)nc3ccccc3c2s1)Cc1ccccc1
    -26% | 3%
CC(NC(=O)c1cc2sccc2n1Cc1ccc(F)cc1)c1ccccc1 (stereo not drawn)
    -22% | 0%
CC(=O)N1CCc2cc(Br)cc(S(=O)(=O)CCC(=O)NCc3ccc(F)cc3)c21
    7% | 2%
CCOc1ccc(NC(=O)CCc2c(C)nc3cc(-c4ccccc4OC)nn3c2C)cc1
    4% | -9%
CCOC(=O)c1oc2ccc(S(=O)(=O)n3nc(-c4cc(OC)cc(OC)c4)cc3N)cc2c1C
    -29% | 1%
CCOC(=O)N1CCN(S(=O)(=O)N2CCCC(C(=O)NCc3cc(OC)ccc3OC)C2)CC1 (stereo not drawn)
    -25% | -2%
COc1ccc(-c2nc(C)c(CCNS(=O)(=O)c3ccc(F)cc3)s2)cc1OC
    -38% | ?
COc1ccccc1CNC(=O)c1ccc2c(c1)nnn2C1CCCC1
    -7% | -11%
COc1ccc(-c2c(C)nn3c4c(cnc23)C(=O)CC(c2ccccc2)C4)cc1 (stereo not drawn)
    1% | 0%
CCc1cccc(C)c1NC(=O)c1ccc2c(c1)CCN2S(=O)(=O)CC
    -4% | -6%
O=C(Cn1cnc2onc(-c3ccc(F)cc3)c2c1=O)Nc1ccc(F)c(Cl)c1
    8% | -11%
Cc1cccc(C(=O)Nc2cccc(OCc3cc(=O)n4c(C)csc4n3)c2)c1
    4% | -2%
CC(C)c1ccc(S(=O)(=O)Nc2cc3c(cc2NCc2ccccc2)n(C)c(=O)n3C)cc1
    -42% | ?
CN1C(=O)C2(c3ccccc31)N(c1ccc(Br)cc1)C(=O)CS2(=O)=O (stereo not drawn)
    -10% | 3%
Cc1nc2nc(C)c(CCC(=O)NCc3ccccc3)c(C)n2n1
    19% | -1%
CCC(C(=O)Nc1cc(C)ccc1C)n1c(=O)c(C(F)(F)F)nc2ccccc21 (stereo not drawn)
    4% | -4%
Cc1ccc(C)c(CNC(=O)C2CCN(c3nc4ccccc4nc3C(F)(F)F)CC2)c1
    -3% | 3%
CN(C(=O)Cn1c(=O)n(Cc2ccc(C(=O)NCc3ccc4c(c3)OCO4)cc2)c(=O)c2ccccc21)c1ccccc1
    1% | -4%
COc1ccc(Cn2c(SCC(N)=O)nc3c(sc4ccccc43)c2=O)cc1
    2% | 0%
Cc1cccc(NC(=O)CSc2nc3ccc(NC(=O)COc4ccc(Cl)cc4)cc3s2)c1
    0% | -6%
COc1ccc(OC)c(NC(=O)C2=C(C)C(=O)OC23CCCCCC3)c1
    -1% | 0%
Cc1cc(NC(=O)c2ccc(-c3ccc(Cl)cc3)o2)cc(-c2nc3ncccc3o2)c1O
    17% | 3%
Cc1ccc2[nH]c(=O)c3cc(C(=O)N4CCN(c5ccccc5)CC4)sc3c2c1
    18% | 1%
CCOc1ccc(NC(=O)c2oc3ccccc3c2NC(=O)C(C)Oc2ccccc2)cc1 (stereo not drawn)
    -8% | -2%
Cc1ccc(NC(=O)Cc2ccc(NC(=O)N3CCCCc4ccccc43)cc2)cc1
    0% | ?
COC(=O)c1ccc2c(c1)N(Cc1ccc(F)cc1)C(=O)c1ccccc1S2
    21% | -3%
O=C(COc1ccc(Cl)cc1)N(Cc1ccco1)c1ccccn1
    0% | -6%
COc1ccccc1-n1nc(-c2ccccc2)c2cnc3c(F)cc(F)cc3c21
    2% | -6%
CC(=O)N1CCOc2cc(S(=O)(=O)N(C)Cc3ccccc3)c(Cl)cc21
    -7% | -5%
O=C(c1cnn(-c2ccc(F)cc2)c1-n1cccc1)N1CCN(c2ccccc2)CC1
    -2% | -9%
COc1ccc(S(=O)(=O)NCCc2sc(-c3cccc(C)c3)nc2C)cc1
    -1% | -17%
O=C(COc1ccccc1-c1nc(-c2ccccc2)no1)Nc1ccccc1[N+](=O)[O-]
    22% | -14%
O=C(CSc1nc2ccccc2nc1Cc1ccccc1)N1CCc2ccccc21
    -3% | -1%
Cc1ccccc1CS(=O)(=O)Cc1ccc(C(=O)NCc2ccc(F)cc2)o1
    -4% | 0%
COc1cc(CNCCSc2nnnn2C)ccc1OCc1ccc(F)cc1
    31% | 3%
Cc1cccc(-c2noc(-c3ccc(N4CCN(C)CC4)c([N+](=O)[O-])c3)n2)c1
    0% | ?
CCc1nn2c(-c3ccco3)ccnc2c1-c1ccccc1
    -15% | ?
COc1ccccc1Nc1cc(C(=O)NCCCN(C)C2CCCCC2)c2ccccc2n1
    -75%[inhibitor] | -13%
CCc1ccc(NC(=O)c2ccc(NS(=O)(=O)c3c(C)noc3C)cc2)cc1
    5% | ?
O=C(Cn1c(=O)c(C(F)(F)F)nc2ccccc21)Nc1ccc(Br)cc1F
    11% | 2%
CC1=C(C(=O)Nc2ccc(C)cc2C)C(c2cccs2)n2nc(SCc3ccccc3Cl)nc2N1 (stereo not drawn)
    7% | -1%
CCn1c(=O)c2cc(C(=O)Nc3cc(C)c(Cl)cc3OC)sc2c2ccccc21
    6% | -1%
COc1ccc(-n2c(SCc3ccccc3F)nc3c([nH]c4ccccc43)c2=O)cc1
    19% | 0%
Cc1cccc(NC(=O)CN(C)S(=O)(=O)c2ccc3c(c2)c(=O)n(C)c(=O)n3C)c1C
    0% | -1%
Cc1nc2ccn(Cc3ccccc3)c(=O)c2cc1C(=O)NCc1ccccc1F
    -2% | 7%
Cc1ccc(CN(Cc2ccco2)C(=O)c2ccc(OCC(C)C)cc2)cc1
    -8% | -7%
CC(=O)c1ccc(N2C(=O)N(CC(=O)c3ccc(F)cc3)c3ccccc3S2(=O)=O)cc1
    -17% | -7%
COc1ccc(-c2nc(C(=O)Nc3cccc(C(C)=O)c3)nn2-c2ccc(Cl)cc2)cc1
    1% | 0%
CCOc1ccc(S(=O)(=O)Nc2ccc3oc(C)c(C(=O)OC(C)C)c3c2)cc1
    -59% | -19%
CCOc1ccccc1NC(=O)c1ccc2c(Cl)c3c(nc2c1)CCCC3
    -3% | 2.7µM*

(further entries)
The line under a structure holds: BRCA1 expr act | FLuc counter
COc1ccccc1C(=O)Nc1c(C(=O)Nc2ccccc2F)oc2ccccc12
    -20% | -6%
Cc1ccc(NC(=O)c2ccc(=O)n(Cc3ccccc3C)c2)c(C)c1
    -4% | -5%
CCOc1ccc(NC(=O)Cn2nnc(C(=O)NCCc3ccccc3)c2N)cc1
    19% | 0%
CCOC(=O)c1cnc2ccc(OC(F)(F)F)cc2c1Nc1ccccc1C(=O)O
    3% | ?
O=C(Cc1ccc(NC(=O)N2CCCCc3ccccc32)cc1)Nc1ccccc1Br
    -2% | ?
CCc1ccc(-n2c(C)nnc2SCc2nc(-c3ccc(OC)cc3)no2)cc1
    1% | 3%
O=C(CN1CCSc2ccccc21)N1CCN(c2ccc(F)cc2)CC1
    0% | 0%
COC(=O)c1ccc(NC(=O)CN2C(=O)CCc3cc(S(=O)(=O)N4CCCCC4)ccc32)cc1
    -10% | -1%
Cn1c(=O)cc(SCC(=O)NCc2ccc(F)cc2)c2cc(Cl)ccc21
    0% | 1%
Cc1cc(C)cc(-n2c(SCC(=O)N3CCc4ccccc43)nc3c([nH]c4ccccc43)c2=O)c1
    -8% | -2%
CCN(C(=O)c1cccn(Cc2ccccc2C)c1=O)c1ccccc1
    7% | 4%
COc1ccc2c(c1)c1c(c(=O)n(-c3ccccc3C)c(=O)n1Cc1ccccc1C)n2C
    16% | 0%
CCOC(=O)c1ccc(N2C(=O)c3[nH]nc(-c4ccc(C)cc4)c3C2c2cccs2)cc1 (stereo not drawn)
    -68% | 1%
COc1cccc(-n2c(SCC(=O)c3ccc(Cl)cc3)nc3c([nH]c4ccccc43)c2=O)c1
    -28% | -3%
CN(C)c1ccc(CNC(=O)C2CCN(S(=O)(=O)c3ccc4[nH]c(=O)ccc4c3)CC2)cc1
    -8% | -1%
Cc1ccccc1NC(=O)Cn1c(=O)n(Cc2ccccc2)c(=O)c2sc3ccccc3c21
    16% | 0%
COc1cccc(C(=O)NC2(C(F)(F)F)C(=O)Nc3c2c(=O)[nH]c(=O)n3-c2ccc(C)cc2)c1 (stereo not drawn)
    -9% | -3%
CC1=C(C(=O)Nc2ccccc2Cl)C(c2cccs2)n2ncnc2N1 (stereo not drawn)
    7% | -7%
CCOc1ccc(-n2c(SCC(=O)N3CCOCC3)nc3c([nH]c4ccccc43)c2=O)cc1
    -41% | -3%
CCOC(=O)C1CCCN(c2c(C(=O)c3ccc(C)cc3)cnc3ccc(OCC)cc23)C1 (stereo not drawn)
    -2% | -9%
CC(=O)N1CCc2c(sc3c2c(=O)n(-c2ccccc2C)c(=O)n3CC(=O)c2ccccc2)C1
    -27% | -17%
COC(=O)c1c(SC)nc2ccccc2c1OCc1ccc(C)cc1
    -7% | -3%
CCCN1CCN(CCCNC(=O)Cn2nc(CC)n3c(cc4occc43)c2=O)CC1
    ? | -5%
COc1ccccc1C(=O)Nc1nnc2n1CCS2
    71% | -6%
CCN(CC)CCNC(=O)CN1C(=O)CSc2ccc(S(=O)(=O)N3CCOCC3)cc21
    23% | 4%
CCOc1ccc(CCNC(=O)Cn2nnc(-c3ccc(C(F)(F)F)cc3)n2)cc1OCC
    5% | -2%
O=C(NCc1ccc2c(c1)OCO2)c1ccc2c(c1)N(Cc1ccccc1)C(=O)c1ccccc1S2=O (stereo not drawn)
    -15% | -4%
Cc1ccc(C(=O)n2nc(C)c(S(=O)(=O)N3CCCCCC3)c2C)cc1
    9% | ?
CCOc1ccc(C(=O)c2cn(CC(=O)Nc3ccc(C)c(C)c3)c3ccc(OCC)cc3c2=O)cc1
    9% | -1%
COCCCn1c(SCC(=O)Nc2ccc(F)cc2)nc2c(sc3ccccc32)c1=O
    -4% | -5%

Another view of some results above.
smiles,BRCA1 expr act,FLuc counter
CC(=O)N1CCc2c(sc3c2c(=O)n(-c2ccccc2C)c(=O)n3CC(=O)c2ccccc2)C1,-27%,-17%
CCCN1CCN(CCCNC(=O)Cn2nc(CC)n3c(cc4occc43)c2=O)CC1,?,-5%

Continued:
The line under a structure holds: BRCA1 expr act | FLuc counter
CCOc1ccc(CCNC(=O)CN2CCN(Cc3ccc(F)cc3Cl)C2=O)cc1OCC
    -2% | -2%
CCOC(=O)c1noc2ncn(CC(=O)Nc3ccccc3OC)c(=O)c12
    1% | -6%
COc1cc2nc(NCc3ccccc3)n3nc(-c4ccccc4)nc3c2cc1OC
    -17% | 0%
O=C(NCCCN1CCN(c2cccc(Cl)c2)CC1)c1cnn(-c2ccc(F)cc2)c1-n1cccc1
    -54% | -12%
Cc1ccc(CNC(=O)C(CC(C)C)NS(=O)(=O)c2ccc3c(c2)oc(=O)n3C)cc1 (stereo not drawn)
    -19% | -2%
COc1cc(C(=O)Nc2cccc(OCc3cc(=O)n4c(C)csc4n3)c2)cc(OC)c1OC
    0% | ?
Cc1nc2nncn2c(Nc2ccc(F)cc2)c1C
    0% | -2%
COc1ccc(CNC(=O)CCCn2c(=O)c3cccn3c3cccnc32)cc1
    20% | -2%
CCOC(=O)c1c(C)[nH]c(C)c1S(=O)(=O)NCC(=O)Nc1cccc(C(F)(F)F)c1
    -7% | -6%
COc1ccccc1N(CC(=O)Nc1ccccc1C(F)(F)F)S(=O)(=O)c1ccc(C)cc1
    -2% | 2%
COc1ccc(Cl)cc1NC(=O)CCc1c(C)nc2c(c1C)c(=O)n(C)c(=O)n2C
    16% | 0%
O=C(Cn1c(=O)ccc2cc(S(=O)(=O)N3CCCC3)ccc21)NCc1ccc(Cl)cc1
    7% | 1%
COc1ccc(NC(=O)CCn2cccn2)cc1OC
    5% | 3%

Quoted at random: 3 records from the list, in no set order.
The line under a structure holds: BRCA1 expr act | FLuc counter
Cc1cc(NC(=O)c2ccc(-c3ccc(Cl)cc3)o2)cc(-c2nc3ncccc3o2)c1O
    17% | 3%
Cc1ccc(C(=O)n2nc(C)c(S(=O)(=O)N3CCCCCC3)c2C)cc1
    9% | ?
COc1ccc(NC(=O)c2oc3ccccc3c2NC(=O)COc2ccc(C(C)C)cc2)c(OC)c1
    -6% | -4%
